ABHD5-PLIN5 inh: ABHD5-PLIN5 interaction inhibitors, primary screen, cell lysate, split luciferase complementation, luminescence; Perilipin-5 (Homo sapiens) + 1-acylglycerol-3-phosphate O-acyltransferase ABHD5 (Homo …; Split G. princeps luciferase complementation, 4 h; inhibition, % at 4 µM; 360,000 compounds, 0.78% hits; AID 602281, 2012;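 active means inhibition above the mean inhibition across every tested compound plus 3 SD, cut at about 22% in these data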;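 further: 0% = DMSO only wells and the 100% control is not disclosed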
m5-HT2A agonist: mouse Htr2a agonists via beta-arrestin recruitment, primary screen, cell-based, luminescence; 5-hydroxytryptamine receptor 2A (Mus musculus), P35363; CHO-K1 mHTR2A beta-arrestin complementation; percent of 30 µM serotonin response; activation, % at 7.6 µM; 360,000 compounds, 0.66% hits; AID 624169, 2012;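 active means activation above a run cutoff, the mean activation of all tested compounds plus 3 SD, cut at about 14% in these data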;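 further: 0% = plate median of compound wells and 100% = 30 µM serotonin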
Granule exo inh: LAMP-1 surface exposure blockers, TALL-104 cells – cell-based, flow cytometry, MLPCN library, primary screen. 360,000 compounds, 0.66% hits. inhibition, % at 10 µM. TALL-104 LAMP-1 surface exposure; cells stimulated with thapsigargin and PMA;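 active means inhibition above about 55%, limit read from the data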
ABCB6 inh 2: ABCB6 transporter inhibitors, primary screen, K562-ABCB6 cells, flow cytometry, MLPCN library | ATP-binding cassette sub-family B member 6 (Homo sapiens), Q9NP58 | K562-ABCB6 porphyrin accumulation, 1 h; stronger effect = lower value | fluorescence ratio to DMSO, % at 10 µM | 360,000 compounds, 0.19% hits | AID 602162, 2011;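 active means fluorescence ratio to DMSO below 75%, the collection mean minus 3 SD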;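 further: signal is porphyrin accumulated inside mitochondria; 100% equals median channel fluorescence of DMSO control wells; lower ratio means ABCB6 inhibition with less porphyrin fluorescence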
Target sequence (Q9NP58 whole entry, looked up): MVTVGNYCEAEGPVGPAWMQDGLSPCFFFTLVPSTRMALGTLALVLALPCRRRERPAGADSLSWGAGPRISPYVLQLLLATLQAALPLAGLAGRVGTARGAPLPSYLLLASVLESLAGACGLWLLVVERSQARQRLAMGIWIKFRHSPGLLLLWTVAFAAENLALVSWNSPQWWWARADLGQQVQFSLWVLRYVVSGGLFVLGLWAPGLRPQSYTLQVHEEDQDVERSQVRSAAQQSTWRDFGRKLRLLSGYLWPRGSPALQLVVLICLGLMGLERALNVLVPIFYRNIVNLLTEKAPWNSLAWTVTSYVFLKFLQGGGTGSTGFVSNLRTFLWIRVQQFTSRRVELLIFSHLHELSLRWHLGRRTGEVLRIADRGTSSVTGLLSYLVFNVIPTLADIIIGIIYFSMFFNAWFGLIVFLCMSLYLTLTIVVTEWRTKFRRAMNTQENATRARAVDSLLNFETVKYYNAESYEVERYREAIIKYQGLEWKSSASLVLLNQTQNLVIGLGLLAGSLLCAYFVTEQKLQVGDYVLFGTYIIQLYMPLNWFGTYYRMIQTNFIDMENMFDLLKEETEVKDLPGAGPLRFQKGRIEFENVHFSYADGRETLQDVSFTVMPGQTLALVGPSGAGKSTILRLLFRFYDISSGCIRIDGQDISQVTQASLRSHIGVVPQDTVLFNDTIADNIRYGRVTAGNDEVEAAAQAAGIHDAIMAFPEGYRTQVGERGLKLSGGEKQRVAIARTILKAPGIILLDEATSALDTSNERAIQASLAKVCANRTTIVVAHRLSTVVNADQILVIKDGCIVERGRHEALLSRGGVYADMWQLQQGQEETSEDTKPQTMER
aDG glyco act: activators of alpha-DG glycosylation, primary screen, uHTS, Pro5-aDG cells, AlphaScreen; alpha-DG glycosylation AlphaScreen (IIH6); 0% Pro5, 100% B10-LARGE cell signal; activation, % at 10 µM; 360,000 compounds, 0.22% hits;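 active means activation of at least 8% versus controls, or a plate z-score of at least 8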;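 further: Pro5 are CHO cells carrying HIG-tagged alpha-DG that lacks glycosylation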
iPSC survival up: enhancers of single-cell hiPSC survival, primary screen, ATPlite luminescence. 100% = ROCK inhibitor wells, 0% = DMSO. survival enhancement, % at 20 µM. 360,000 compounds, 0.044% hits; in the data active means survival enhancement above about 18%;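 further: cells exposed to compounds for 16 hours before the ATP read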
N-glyco inh: increase of ERlucT glycosylation luciferase signal, primary screen, N-linked glycosylation inhibitor project, D54 ERlucT cells, luminescence, set 2; D54 ERlucT glycosylation luciferase reporter, 24 h; percent of 100 nM tunicamycin response; reporter increase, % at 12.5 µM; 360,000 compounds, 0.23% hits;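 active means mean luciferase reporter signal, scaled so untreated is 0 and the glycosylation-blocking control 100, at or above a set limit in every replicate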;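 further: luciferase carries N-glycosylation sites so blocking glycosylation raises the light; 0% = median of neutral control wells and 100% = median of 100 nM tunicamycin wells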
H9c2 protect: cardioprotection against H2O2-induced cell death, primary screen, uHTS, H9c2 cells, ATPLite luminescence; H9c2 cardiomyocytes, H2O2 injury protection, 2 h; 360,000 compounds, 0.63% hits; AID 588492, 2011; protection from H2O2 cell death, % at 20 µM;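 active means compounds giving at least 50% protection of heart cells from peroxide-induced death in the single-dose screen, raw or plate-pattern-corrected value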;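 further: 0% = DMSO wells with peroxide and 100% = DMSO wells without peroxide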
MC4R ag barr: MC4R agonists recruiting beta-arrestin, primary screen, cell-based, luminescence, agonist arm of biased-ligand search | AID 540308, 2011 | Melanocortin receptor 4 (Homo sapiens), P32245 | U2OS MC4R beta-arrestin complementation; percent of melanotan II response, DMSO zero | 360,000 compounds, 0.98% hits | activation, % at 8.9 µM;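 active means activation above a per-plate cutoff, the mean activation of sample wells on that plate plus 3 SD, cut at about 8% in these data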
MC4R antagonist: MC4R antagonists of cAMP signaling, primary screen, cell-based, TR-FRET, antagonist arm of biased-ligand search; inhibition, % at 6.5 µM; 360,000 compounds, 0.48% hits; Melanocortin receptor 4 (Homo sapiens), P32245; MC4R-expressing cells, MTII-stimulated cAMP, LANCE TR-FRET;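 active means inhibition above its plate's cutoff, the mean of tested wells on that plate plus 3 SD, cut at about 29% in these data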;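 further: 0% = Melanotan II alone and 100% = Melanotan II plus saturating MCL0020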
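System – human MC4R-expressing U2OS cells · Also added – Melanotan II · Dosing – one concentration, 6.5 µM nominal · Timing – 30-min compound, 1-h challenge, 1-h detection, room temperature · Measured by – Eu-cAMP/anti-cAMP TR-FRET, emission 671 nm · Replicates – singlicate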
Active calls of the source: *; · = not tested or not shown.

compound	ABHD5-PLIN5 inh	m5-HT2A agonist	Granule exo inh	ABCB6 inh 2	aDG glyco act	iPSC survival up	N-glyco inh	H9c2 protect	MC4R ag barr	MC4R antagonist
Cc1ccc(S(=O)(=O)Nc2cccc(N(C)S(C)(=O)=O)c2)cc1[N+](=O)[O-]	-4.9	2.0	-3.5	102.0	0.4	-0.9	0.3	-4.3	-4.6	2.1
COc1cc([N+](=O)[O-])cc(/C=N/NC(=O)c2ccc(NC(=O)c3ccc(C)cc3)cc2)c1O	-2.4	1.5	1.7	100.0	0.0	-0.7	-3.4	16.9	-0.9	11.7
NNC(=O)CCN(Cc1ccco1)S(=O)(=O)c1ccc(Cl)cc1	-3.1	-2.6	-1.2	104.0	0.1	-0.4	0.6	0.2	2.1	-5.8
Cc1ccc(F)cc1NC(=O)N1CCN(C2c3ccccc3-c3ccccc32)CC1	7.9	2.0	-1.7	100.0	0.2	-0.7	-3.2	3.4	0.3	3.1
COc1cccc(-c2ccc3c(c2)N(Cc2ccc(F)cc2)C(=O)C(C)S3)c1 (stereo not drawn)	1.7	2.5	-2.4	100.0	0.3	-0.2	0.5	-7.4	-0.2	2.4
Cn1nc(C(=O)OCC(=O)NCc2ccc(Cl)cc2Cl)c2ccccc2c1=O	1.2	0.3	-1.4	106.0	0.0	1.7	1.6	10.9	-1.2	-0.8
COc1cc(F)ccc1-c1csc(C(C)(O)c2ccccc2)n1 (stereo not drawn)	-11.5	4.2	-6.1	97.0	0.1	5.2	-2.1	-16.6	1.3	4.7
Cc1nc2sc(C(=O)c3ccccc3)c(N)c2c2c1CCCC2	0.2	-1.0	1.7	96.0	-0.3	0.6	6.7	-8.9	-2.9	-4.4
O=S1(=O)CCO[C@H]2Cc3ccccc3[C@H]2N1Cc1ccccc1Br	-5.5	-5.2	0.6	95.0	0.5	3.9	-2.3	-8.4	0.9	6.6
CCOC1=C2[C@H](c3ccc(Cl)cc3)N(S(=O)(=O)c3ccc(C)cc3)C[C@H]2n2c(=O)n(-c3ccccc3)c(=O)n2C1	4.6	0.3	-2.3	98.0	0.0	-0.9	2.0	7.1	·	·
COc1ccc(-n2nc(C(=O)NCC(=O)NCC3CCCO3)c3ccccc3c2=O)cc1 (stereo not drawn)	1.6	1.8	1.4	97.0	-0.5	1.1	-0.8	10.2	-2.2	-0.6
CCOC(=O)c1nnn(CC(=O)NC(=O)Nc2ccc(F)cc2)c1C(=O)OCC	-2.5	0.1	1.3	92.0	-0.1	-0.3	1.0	5.2	-1.4	5.0
O=C(CSc1nnc(-c2ccc3c(c2)OCO3)n1-c1ccccc1)c1ccc(Cl)cc1	-2.2	-2.4	-2.7	103.0	0.0	2.6	1.2	-7.6	0.3	-4.5
COc1ccc(CNc2ncc(-c3ccc(Cl)cc3)n2C)c(OC)c1OC	-1.3	-8.1	9.0	103.0	0.4	-0.6	-3.6	-1.2	0.2	10.5
CCOc1ccc(CCN2C(=S)N([C@@H](CC(C)C)CN3CCC[C@@H]3CN3C(=S)NC[C@@H]3Cc3ccccc3)C[C@@H]2Cc2ccc(O)cc2)cc1	17.9	-3.8	16.6	101.0	0.0	-3.6	-10.3	-9.6	·	·
COc1ccc2[nH]c(=O)c(CN(C(C)=O)c3ccc(C)c(C)c3)cc2c1	-0.4	1.9	52.9	106.0	0.1	3.0	-2.2	-4.3	-1.4	5.4
COc1ccccc1C(=O)Nc1nnc(SCC(=O)Nc2ccc3c(c2)oc2ccccc23)s1	3.0	5.3	1.7	93.0	-0.1	0.3	-6.7	6.9	-1.9	10.2
O=C(COC(=O)c1c[nH]c(=O)[nH]c1=O)Nc1ccccc1	-3.8	-0.7	-1.6	97.0	0.5	-2.1	-2.0	1.8	-0.5	16.2
CC(=O)c1ccc(S(=O)(=O)N2CCCc3ccccc32)cc1	-2.5	-4.6	-6.8	97.0	0.1	-0.6	5.4	-4.2	-1.9	-5.7
COc1cc(C(=O)NNC(=O)COc2ccc(C)cc2)ccc1OCC(=O)N1CCOCC1	7.8	7.2	-0.4	100.0	-0.1	1.1	1.5	3.9	1.4	3.3
Cc1ccccc1CSc1ncnc2ccccc12	-2.5	-2.1	-1.1	97.0	0.0	-0.4	-4.6	-4.2	3.5	-1.3
COc1cc(OC)c(C2Oc3nc(SC)nnc3-c3ccccc3N2C(C)=O)cc1OC (stereo not drawn)	-0.6	-0.8	3.1	104.0	0.1	-1.3	-0.3	18.1	-1.3	5.3
CN(C)CCCN1C(=O)C(O)=C(C(=O)c2cc3ccccc3o2)C1c1ccccc1 (stereo not drawn)	-1.1	3.5	-11.0	96.0	0.0	-2.3	1.6	-2.7	-1.0	26.8
Cc1ccc2cc(C)c3nnc(SCC(=O)Nc4nc5c(s4)CCCC5)n3c2c1C	-1.3	-2.2	-0.1	97.0	-0.2	1.8	0.8	11.4	1.7	2.5
Cc1cc[n+](CC(=O)Nc2cc(C(F)(F)F)ccc2Cl)cc1	-0.7	-2.0	0.6	103.0	-0.2	-0.5	1.6	2.1	-2.3	11.3
COc1ccccc1CNC(=O)C(=O)NCC1OCCN1C(=O)c1cccs1 (stereo not drawn)	4.4	-1.7	-1.3	99.0	0.0	-1.6	0.4	5.7	-2.9	-3.0
CC1(C)CC(=O)C(C=Nc2ccc(N)cc2)=C(O)C1	-23.4	9.1	-6.3	98.0	4.1	0.7	4.2	0.7	-4.2	-2.5
Cn1c(=O)c2c(ncn2CC(=O)N2CCN(S(=O)(=O)c3ccc(F)cc3)CC2)n(C)c1=O	-5.6	-1.7	1.1	98.0	0.2	-2.7	1.9	4.4	0.8	8.4
CN1C(=O)Cc2cc(S(=O)(=O)N3CCN(c4ccccc4F)CC3)ccc21	-3.3	0.6	1.3	93.0	0.0	-0.6	-2.0	-2.8	-1.2	15.1
O=C(NCc1cccnc1)C1CC(=O)N(C2CCCCC2)C1 (stereo not drawn)	-4.0	0.0	5.3	100.0	0.0	0.7	1.1	2.6	2.2	18.1

3 entries out of the list, ordered by molar mass, low to high.
compound	ABHD5-PLIN5 inh	m5-HT2A agonist	Granule exo inh	ABCB6 inh 2	aDG glyco act	iPSC survival up	N-glyco inh	H9c2 protect	MC4R ag barr	MC4R antagonist
O=C(COC(=O)c1c[nH]c(=O)[nH]c1=O)Nc1ccccc1	-3.8	-0.7	-1.6	97.0	0.5	-2.1	-2.0	1.8	-0.5	16.2
COc1ccccc1C(=O)Nc1nnc(SCC(=O)Nc2ccc3c(c2)oc2ccccc23)s1	3.0	5.3	1.7	93.0	-0.1	0.3	-6.7	6.9	-1.9	10.2
CCOc1ccc(CCN2C(=S)N([C@@H](CC(C)C)CN3CCC[C@@H]3CN3C(=S)NC[C@@H]3Cc3ccccc3)C[C@@H]2Cc2ccc(O)cc2)cc1	17.9	-3.8	16.6	101.0	0.0	-3.6	-10.3	-9.6	·	·

(listing goes on)
compound	ABHD5-PLIN5 inh	m5-HT2A agonist	Granule exo inh	ABCB6 inh 2	aDG glyco act	iPSC survival up	N-glyco inh	H9c2 protect	MC4R ag barr	MC4R antagonist
O=C(CSc1nnnn1-c1ccccc1)NCc1cccs1	17.5	0.9	-1.8	90.0	2.9	-1.0	1.2	-1.5	1.1	-7.4
c1ccc2cc(-c3cc4ccccn4c3)ccc2c1	2.2	-2.0	-2.6	109.0	5.2*	1.8	2.2	-7.2	0.5	11.3
CC(=O)c1cccc(NC(=O)CN2C(=O)NC(C)(c3ccc4c(c3)OCCCO4)C2=O)c1 (stereo not drawn)	6.4	1.6	-10.9	97.0	-0.2	-0.6	0.7	23.9	-1.4	-0.1
Cc1cc(=O)n2[nH]c(C(F)(F)F)c(-c3ccccc3)c2n1	2.3	-5.2	-7.0	99.0	-0.1	0.0	1.2	-2.6	-0.4	0.7
CC(C)N(Cc1ccccc1)C(=O)COC(=O)C1CCCCC1	3.8	2.5	-1.0	88.0	0.2	-0.1	0.3	-0.3	0.3	8.1
O=C(NC1CCN(S(=O)(=O)c2cccc(Cl)c2)CC1)C1CCCCC1	-8.8	6.4	15.6	88.0	0.0	-0.6	0.8	-7.6	1.7	16.4
CC1(CCc2ccccc2)NC(=O)N(Cc2cc([N+](=O)[O-])cc3c2OCOC3)C1=O (stereo not drawn)	-0.2	0.6	-5.8	101.0	0.5	1.6	-2.3	0.4	0.9	-0.9
Cc1ccc(S(=O)(=O)N(CC(=O)N/N=C/c2ccco2)c2cc(Cl)cc(Cl)c2)cc1	4.3	3.1	19.0	102.0	-0.4	0.2	0.7	-16.7	-0.6	19.4
CCOC(=O)N1CCN(C(=O)c2cc3c(=O)[nH]c4ccccc4c3s2)CC1	-6.2	1.4	2.2	83.0	0.3	0.6	2.3	13.9	-1.9	2.5
N/C(=N\OC(=O)COc1ccccc1)c1ccc(Cl)cc1	-5.9	1.2	3.3	86.0	0.2	-1.5	-0.2	-4.5	-1.0	-5.9
CC(Sc1nc2ccccc2s1)C(=O)c1c(N)n(C)c(=O)n(C)c1=O (stereo not drawn)	0.0	-1.5	-4.7	98.0	3.7	-1.1	1.7	1.2	-2.9	17.4
O=C(CNC(=O)c1cc(=O)[nH]c2ccccc12)Nc1ccc(F)c(F)c1	5.6	-0.6	-0.8	98.0	-0.3	0.4	1.8	-1.6	-2.6	-0.1
CCNC(=S)NNC(=O)c1cccs1	-6.2	-3.5	2.3	102.0	0.0	6.5	1.6	2.6	-2.4	-4.2
Cc1cc(NC(=O)CN2C(=O)NC(CCc3ccccc3)C2=O)no1 (stereo not drawn)	0.8	5.9	-5.1	103.0	0.0	0.2	-0.7	-2.4	-1.8	0.6
Cc1ccc(/C=C/C(=O)c2ccccc(=O)c2O)cc1C	14.3	-3.2	-1.7	92.0	-0.3	0.7	4.1	75.4*	3.0	-4.0
O=S(=O)(c1ccc(Cl)nc1)N1CCCCC1	-1.7	-0.3	4.2	103.0	0.2	-0.2	0.5	1.4	0.4	15.0
C=C(C)C(COc1c2occc2cc2ccc(=O)oc12)OC(C)(C)C(O)COc1c2occc2cc2ccc(=O)oc12 (stereo not drawn)	-6.3	4.0	3.1	98.0	-0.3	-0.4	-0.6	27.9	0.3	1.9
S=C(NCc1cccnc1)Nc1cc(Cl)cc(Cl)c1	-0.1	1.0	-16.4	96.0	0.1	0.1	1.6	-7.2	0.2	-0.5
CCCNC(=O)c1ccc2snnc2c1	5.7	0.8	-8.6	103.0	0.0	7.5	0.5	17.9	1.3	7.9
